Bioassay records from PubChem.
rCAG binder = r(CAG) repeat RNA binding; inhibition, % at 3 µM; AID 651821; TO-PRO-1 dye displacement fluorescence; 370,000 compounds, 1.3% hits;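 active means inhibition above the plate cutoff, the mean of all test compounds on that plate plus 3 SD, cut at about 35% in these data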;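 further: 0% = DMSO alone and 100% = 100 µM mitoxantrone as full dye displacement; higher means more dye released from RNA so lower well fluorescence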
HTRA1 inhibitor = inhibitors of human serine peptidase HTRA1 | Q92743 | recombinant HTRA1, FP-rhodamine activity-based probe, fluorescence polarization | inhibition, % at 5.96 µM | 340,000 compounds, 0.5% hits; in the data active means inhibition above about 36%;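 further: 0% = enzyme with DMSO and 100% = wells lacking enzyme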
MBD2 inh = MBD2-methylated oligo binding inhibition | AID 686964 | inhibition, % at 4.4 µM | Q9UBB5 | 370,000 compounds, 0.31% hits | TR-FRET, MBD2 binding to methylated oligonucleotide; in the data active means inhibition above about 13%
NR1D1 modulator = modulates human Rev-erb alpha binding to DNA. 370,000 compounds, 0.79% hits. Rev-erbα–FITC-DNA binding, fluorescence polarization, 90 min. P20393. activity, % at 10 µM. AID 1259318;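 active means activity above about 14%, limit read from the data; passing the limit was not always enough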;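 further: 0% = DMSO wells with 35 nM protein and 100% = DMSO wells with 750 nM protein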
LEDGF integ inh = blocks HIV-1 LEDGF/p75-dependent DNA integration; TR-FRET IN-LEDGF/p75 DNA integration, Eu/Cy5; inhibition, % at 3.7 µM; 370,000 compounds, 0.64% hits;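 active means inhibition above the screen-wide mean plus 3 SD, cut at about 13% in these data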;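 further: signal is the Cy5 over europium emission ratio at 671 and 618 nm; 0% = plate median of compound wells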
PRMT1 inh = blocks human protein arginine methyltransferase 1; Q99873; recombinant PRMT1, activity-based probe fluorescence polarization; inhibition, % at 2.79 µM; 370,000 compounds, 1.3% hits; AID 652257;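 active means inhibition above about 21% made by adding two undisclosed values, limit read from the data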
Target sequence (Q99873 whole entry, looked up): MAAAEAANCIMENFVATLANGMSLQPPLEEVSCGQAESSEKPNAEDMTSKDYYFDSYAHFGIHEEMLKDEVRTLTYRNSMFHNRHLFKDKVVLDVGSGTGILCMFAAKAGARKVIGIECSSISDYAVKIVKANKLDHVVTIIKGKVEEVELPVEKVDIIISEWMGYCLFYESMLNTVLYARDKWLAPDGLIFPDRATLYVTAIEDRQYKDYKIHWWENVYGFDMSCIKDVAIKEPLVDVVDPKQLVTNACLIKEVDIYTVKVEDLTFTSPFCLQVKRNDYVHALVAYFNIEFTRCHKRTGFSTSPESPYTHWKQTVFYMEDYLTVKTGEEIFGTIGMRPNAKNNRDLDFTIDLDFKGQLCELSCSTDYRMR
PG9 binder = PG9 antibody binding by small molecule; TR-FRET gp120-PG9 antibody binding; inhibition, % at 6.7 µM; 360,000 compounds, 0.43% hits; AID 624416; in the data active means inhibition above about 8.5%
TCR-CD3 inh = inhibitors of human TCR-CD3 interaction; 360,000 compounds, 0.37% hits; TAMRA-labeled TCR probe fluorescence, biochemical; inhibition, % at 9.4 µM; in the data active means inhibition above about 19%;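 further: recombinant mutant TCR 2C K166C tagged with TAMRA read by polarization; 0% = receptor in buffer alone and 100% = receptor with positive control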
UHRF1 binding = blocks human UHRF1 binding to methylated DNA | Q96T88 | UHRF1 binding to methylated oligo, TR-FRET | inhibition, % at 4.4 µM | 370,000 compounds, 0.75% hits | AID 687016; in the data active means inhibition above about 21%;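 further: UHRF1 SRA domain binding a hemimethylated CpG hairpin DNA probe; 0% = median of test compound wells and 100% = reference inhibitor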
mABHD4 FP = ABHD4 (mouse) inhibition, primary FP screen; Q8VD66; purified mABHD4, FP-Rh probe fluorescence polarization; inhibition, % at 8.92 µM; 370,000 compounds, 0.54% hits; AID 720543;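 active means inhibition exceeding the mean over every tested compound plus 3 SD, cut at about 30% in these data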;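 further: 0% = plate median of compound wells and 100% = S159A mutant with DMSO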
Target sequence (Q8VD66 whole entry, looked up): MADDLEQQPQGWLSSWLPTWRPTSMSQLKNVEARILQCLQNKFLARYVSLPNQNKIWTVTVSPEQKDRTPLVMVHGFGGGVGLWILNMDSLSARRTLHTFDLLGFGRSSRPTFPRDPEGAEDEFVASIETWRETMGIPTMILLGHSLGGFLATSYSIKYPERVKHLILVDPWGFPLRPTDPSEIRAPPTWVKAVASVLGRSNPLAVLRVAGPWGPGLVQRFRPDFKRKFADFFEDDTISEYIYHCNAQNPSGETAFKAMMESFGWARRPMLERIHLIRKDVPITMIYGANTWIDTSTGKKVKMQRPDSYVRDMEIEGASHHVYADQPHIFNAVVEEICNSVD
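Test system: mouse ABHD4 enzyme, wild type. Reagent: FP-Rh fluorescent activity-based probe, added after compound pre-incubation. Timing: pre-incubation 45 min, probe exposure 60 min, at 25 °C. Technique: FP readout, ex 525 nm / em 598 nm. Benchmarks: high control S159A mutant with DMSO, low control median of compound wells.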
Numbers without * were called inactive; . = not tested or not shown.

SMILES	rCAG binder	HTRA1 inhibitor	MBD2 inh	NR1D1 modulator	LEDGF integ inh	PRMT1 inh	PG9 binder	TCR-CD3 inh	UHRF1 binding	mABHD4 FP
Cc1cccc(OCCCC(=O)Nc2ccc(S(=O)(=O)Nc3ncccn3)cc2)c1C	25	-12	0	2	6	-1	-2.0	-9	4	-10
CC(C)Cc1cc(C(=O)Nc2cccnc2)no1	0	4	9	2	4	4	-0.7	-11	6	-3
CCN(CC)S(=O)(=O)c1ccc(C)c(NC(=O)/C=C/c2cccs2)c1	2	-14	10	-2	7	3	-1.7	6	22*	-11
Cc1cccc(C)c1NC(=O)COC(=O)CCC(=O)c1cccs1	0	-4	6	3	-4	1	-2.0	10	0	4
O=C(C[n+]1cccc(O)c1)NCc1ccc(Cl)cc1	1	-4	2	-1	0	0	-0.4	0	-3	-7
O=C(Nc1ccc(C(=O)N2CCCC2)cc1)c1ccccc1	-2	-1	0	0	-1	-1	1.3	-4	-3	0
CCOC(=O)c1ccc(NC(=O)CN2C(=O)CNC2=O)cc1	0	0	0	-3	2	-3	-1.8	-5	0	4
Cc1ccnn1-c1ccc(C(=O)NCC(c2ccco2)N2CCCC2)cc1 (stereo unspecified)	3	-4	3	-1	0	-3	2.3	-2	-1	-6
O=C(O)C1CCCCC1C(=O)Nc1cccc2ccccc12 (stereo unspecified)	-2	-3	-7	4	0	-1	-1.9	3	1	5
COc1ccc(-c2nc3n(c(=O)c2C#N)CCS3)c(OC)c1	1	6	10	1	-2	4	-0.2	1	5	-9
CC(C)(C)C(=O)CNS(=O)(=O)c1ccc(S(=O)(=O)NC2CC2)cc1	-1	4	0	-5	-3	-1	0.1	6	1	-2
CCCn1nnc(NC(=O)c2cccc(OCc3ccccc3)c2)n1	-9	-17	-2	1	-1	1	0.6	-1	1	-5
Oc1cc(O)cc(-c2cc3ccc(O)cc3o2)c1	12	1	-2	-6	-2	1	-1.5	4	1	5
C[C@@H]1CCCCO[C@@H](CN(C)C(=O)C2CCCCC2)[C@@H](C)CN([C@H](C)CO)C(=O)c2cc(NC(=O)NC3CCCCC3)ccc2O1	5	5	4	1	-1	1	-0.1	-3	4	4
Cc1ccc(Cn2nnnc2CN2CCC(c3nc4ccc(Cl)cc4[nH]3)CC2)cc1	-1	-34	-5	-3	1	1	-1.6	5	0	-11
O=C1/C(=C/c2ccccc2)CCC1C1CCCC1 (stereo unspecified)	-5	-3	2	-2	-3	-1	-1.6	-2	5	7
COc1cccc(-n2nnnc2SCC(=O)NC2CCCC2)c1	-5	-2	-1	-4	-3	-2	1.6	4	-3	-2
Cc1cccc2cc(/C=C3\N=C(c4ccccc4)OC3=O)c(N3CCOCC3)nc12	18	-7	1	-2	-1	-2	0.0	3	-3	-7
C[C@H]1CN([C@@H](C)CO)C(=O)Cc2cc(NC(=O)Nc3ccccc3)ccc2O[C@H]1CN(C)Cc1ccccc1	1	-33	-3	2	-1	0	1.8	-2	0	-11
c1cnn(-c2cncc(-n3cccn3)n2)c1	-1	6	1	3	0	0	-0.2	-1	-3	1
CC(C)NC(=O)CN1CCN(C(c2cc3ccccc3o2)c2nnnn2C(C)(C)C)CC1 (stereo unspecified)	1	.	-3	-8	-4	-3	-2.1	-3	-1	4
Cc1cccc(N2CCN(C(=O)c3ccc4ccccc4c3)CC2C)c1 (stereo unspecified)	2	-21	-1	0	2	-2	0.4	7	-2	-6
CCS(=O)(=O)NCC(c1ccco1)N1CCN(c2ccccc2)CC1 (stereo unspecified)	0	2	2	-4	2	-2	-2.3	0	3	-6
CCOC(=O)C1=NN(c2ccccc2)C2=NC(C)=C(C(=O)OC)C(c3ccc(C)cc3)N12 (stereo unspecified)	-3	-5	7	7	-1	5	-1.0	-2	3	-9
COc1ccc(C=CC(=O)c2ccc(OCc3ccccc3)c(OC)c2)cc1OC	11	-22	0	2	-10	6	1.1	4	5	-20
CC(C)c1ccc(NC(=O)COC(=O)c2nn(C)c(=O)c3ccccc23)cc1	1	-4	2	-1	0	0	-0.5	4	-3	-2
CCNC(=O)C1(C)CCN(C(=O)c2ccc(OC)cc2)C1 (stereo unspecified)	1	.	-2	-6	-1	1	-0.6	-4	1	11
CCOC(=O)C1CCCN(C(=O)C2CCN(S(=O)(=O)c3ccc(Cl)c(C(F)(F)F)c3)CC2)C1 (stereo unspecified)	-5	-5	-3	-2	3	0	-1.2	0	1	-3
Cn1cccc1/C=N/NC(=O)Cc1cccs1	1	.	-4	0	1	-2	-0.8	5	-1	3
CC(/C=N/NC(=O)c1ccc(Cn2cc([N+](=O)[O-])cn2)o1)=C\c1ccccc1	3	-11	0	-7	0	1	-1.5	0	-1	-2
CC(C)COC(=O)N(C)C[C@@H]1OCc2cn(nn2)CCCC(=O)N([C@@H](C)CO)C[C@H]1C	1	3	0	0	6	6	0.6	0	0	1
CC(=O)C(Cc1ccccc1)NC(=O)CN1CCc2ccccc2C1 (stereo unspecified)	-4	2	0	0	-6	3	-1.7	-3	1	0
CCCn1nnnc1NC(=O)c1cc(Br)ccc1OC	1	-3	-2	-5	0	-4	0.0	3	3	3
CC(C)c1nc(SCC(=O)N2CCCc3ccccc32)c2c(=O)n(C)c(=O)n(C)c2n1	1	-4	-2	3	-1	0	-1.1	-1	1	-5
O=C(Nc1cc(S(=O)(=O)Nc2ccc(Cl)cc2)ccc1N1CCCCC1)c1ccc(F)cc1Cl	27	-83	3	-5	-10	17	0.3	1	3	-71
NC(=O)c1ccccc1Br	1	1	-4	-1	0	-2	0.6	-1	5	5
CC(C)c1onc(C(=O)N2CCCCC2C)c1[N+](=O)[O-] (stereo unspecified)	0	-3	7	3	1	-1	-0.5	-9	3	-1
CC(C)CN(C(=O)CN1CCN(S(=O)(=O)c2ccccc2)CC1)c1c(N)n(CC(C)C)c(=O)[nH]c1=O	0	8	0	2	3	-1	-0.8	4	-1	1
CS(=O)(=O)N1CCN(C(=O)c2cc(-c3ccncc3)nc3ccc(Cl)cc23)CC1	-6	5	0	2	-4	2	1.7	-2	-2	-1
Cn1c2ccccc2c(=O)c2cc(C#Cc3ccccn3)ccc21	10	-16	4	0	-4	3	1.0	5	0	-13
Cc1ccc(C)c(N(CC(=O)NC2CCCCC2)C(=O)c2csnn2)c1	-3	4	2	-4	-1	3	2.4	-6	3	-4
COC(=O)[C@@H]1C[C@H]2CC[C@H](O)C[C@H]2N1Cc1ccc(-c2ccccc2)cc1	-1	-21	0	-1	2	-1	-1.6	3	-1	-4
COc1ccc(-n2c(=O)c3ccccc3n(CC(=O)NC3CCCCC3)c2=O)cc1OC	-2	0	2	-6	-1	2	-1.0	-11	5	4
CCOc1ncccc1C(=O)NNC(=O)c1cccc(S(=O)(=O)N2CCOCC2)c1	2	-2	2	-15	-1	-2	0.9	7	3	1
CN(C)C(=O)OCC1COc2ccccc2O1 (stereo unspecified)	-3	1	11	0	-3	7	-1.4	1	5	-4
COc1ccc([C@@H]2[C@@H]3C(=O)N(C(C)(C)C)C(=O)[C@@H]3[C@]3(Cc4ccc(Cl)cc4)C(=O)N(c4ccc(OC)cc4)C(=O)N23)cc1	10	-31	-4	3	1	2	-1.0	6	9	-14
O=C(NCc1ccncc1)c1ccc(Cl)c(S(=O)(=O)N2CCOCC2)c1	-3	4	-1	-9	0	1	-0.9	-2	-2	0
Cc1cc(C)n(-c2nnc(C)n2/N=C/c2ccccc2OCc2ccccc2Cl)n1	0	-34	2	-1	-2	2	-0.6	-3	0	-5
COc1ccc2sc(-c3ccccc3OC)c(C#CC(C)(C)O)c2c1	-1	-60	4	-1	-2	1	-1.3	9	5	-36
CCOc1ccccc1NC(=O)Nn1cnnc1	2	2	-3	2	-1	-3	0.5	4	-2	-1
CNC(=O)c1ccccc1-c1ccccc1	-2	-3	-3	-3	-1	0	0.2	-4	0	2
O=C(NCc1ccco1)C1CCN(S(=O)(=O)Cc2ccccc2)CC1	-4	1	-9	-8	-4	-1	0.7	3	-2	1
O=C(Nc1ccc(-c2n[nH]c(=S)o2)cc1)c1ccccc1Br	13	3	-1	-4	0	7	-0.2	-5	1	1
Cc1cc(N/N=C/c2ccc(F)cc2)nc(-n2nc(C)cc2C)n1	-4	.	2	3	13	0	-0.7	-1	-4	1
CCN(CC(=O)Nc1ccc(C)c(S(=O)(=O)N(C)C)c1)Cc1ccccc1	-7	-8	-1	3	3	-4	-1.0	4	0	9
COc1cccc(C(=O)NCCNC(=O)c2cnccn2)c1	2	-2	4	0	5	0	0.0	6	-1	-3
COc1ccc(-c2nc(CS(=O)CC(=O)NCC3CCCO3)c(C)o2)cc1 (stereo unspecified)	2	11	-6	2	2	-3	-0.2	1	-2	-8
COc1cc(NC(=O)CCc2c(C)noc2C)c(C(=O)O)cc1OC	3	4	-2	-2	3	1	1.5	4	0	2
O=c1c(Cl)c(N2CCNCC2)cnn1C12CC3CC(CC(C3)C1)C2	-2	5	-2	-5	2	0	-0.5	8	-3	7
Cn1c(=O)c2c(SC3CCCC3)nc(C3CC3)nc2n(C)c1=O	3	0	-2	-1	2	-3	-1.6	0	-2	1

(further entries)
SMILES	rCAG binder	HTRA1 inhibitor	MBD2 inh	NR1D1 modulator	LEDGF integ inh	PRMT1 inh	PG9 binder	TCR-CD3 inh	UHRF1 binding	mABHD4 FP
O=S1(=O)CC2c3ccccc3CN2CN1CCc1ccccc1 (stereo unspecified)	4	.	0	2	-1	7	.	.	-2	-1
Cc1ccc(CNC(=O)O[C@H]2CC[C@@]34CCCN3C(=O)CCC[C@H]4C2)cc1	.	.	6	6	2	-11	.	.	-1	0
COc1ccc(C(N)=O)cc1NC(=O)c1cccc(F)c1	0	-2	1	-2	0	-1	0.3	5	-3	-6
COc1ccc(N(CC(=O)NCc2ccccc2)S(=O)(=O)c2c(C)noc2C)cc1	-3	12	-2	-3	3	0	-2.6	1	3	2
CC(C)(C)Nc1nc(SCC(=O)Nc2ccccc2Cl)nc(N2CCOCC2)n1	-8	-38	0	8	0	-3	-0.4	9	-1	0
C=CCN(c1nc(C)cc(OC)n1)S(=O)(=O)c1ccc(C)cc1	-8	-4	-2	3	1	3	1.1	5	2	-4
COc1ccc(/C=C2\SC(=O)N(CCCC(=O)Nc3cc(Cl)ccc3C(=O)O)C2=O)cc1	31	-18	-3	1	0	4	0.8	-8	1	-8
COc1ccc(C2CC(c3cccs3)n3nc(N)nc3N2)cc1 (stereo unspecified)	15	-2	0	-7	3	9	1.3	-3	-4	-13
CCOc1ccccc1N1CCN(CC(O)COC2CCCc3ccccc32)CC1 (stereo unspecified)	-2	2	3	1	1	0	-1.3	-3	-2	3
O=C(Cc1ccc(F)cc1)N1CCN(c2ccc([N+](=O)[O-])cc2)CC1	2	6	-1	-2	0	-2	-1.9	4	-4	-2
Cc1nc2ccc(Br)cc2c(=O)n1Cc1cccs1	-1	-8	-2	-2	1	1	-1.9	-4	0	1

Complete entries, quoted from the list:
`CCOc1ccccc1N1CCN(CC(O)COC2CCCc3ccccc32)CC1` (stereo unspecified) in the list: rCAG binder = -2; HTRA1 inhibitor = 2; MBD2 inh = 3; NR1D1 modulator = 1; LEDGF integ inh = 1; PRMT1 inh = 0; PG9 binder = -1.3; TCR-CD3 inh = -3; UHRF1 binding = -2; mABHD4 FP = 3
`COc1ccc(/C=C2\SC(=O)N(CCCC(=O)Nc3cc(Cl)ccc3C(=O)O)C2=O)cc1` in the list: rCAG binder = 31; HTRA1 inhibitor = -18; MBD2 inh = -3; NR1D1 modulator = 1; LEDGF integ inh = 0; PRMT1 inh = 4; PG9 binder = 0.8; TCR-CD3 inh = -8; UHRF1 binding = 1; mABHD4 FP = -8

Only part of the results is shown; rates above refer to the full screens.
